TNAP inh hi DEA = human TNAP enzyme inhibitors, primary screen, biochemical, luminescent, high phosphate acceptor level, uHTS; purified TNAP, CDP-star luminescence, 1 M DEA; inhibition, % at 20 µM; 0.03% of 200,000 active;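 active = over 50% inhibition of tissue-nonspecific alkaline phosphatase at 20 µM in the single-dose screen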;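 note: plate controls were DMSO wells for no effect and EDTA-quenched wells as full inhibition for full effect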
Target sequence (P05186 whole entry, looked up): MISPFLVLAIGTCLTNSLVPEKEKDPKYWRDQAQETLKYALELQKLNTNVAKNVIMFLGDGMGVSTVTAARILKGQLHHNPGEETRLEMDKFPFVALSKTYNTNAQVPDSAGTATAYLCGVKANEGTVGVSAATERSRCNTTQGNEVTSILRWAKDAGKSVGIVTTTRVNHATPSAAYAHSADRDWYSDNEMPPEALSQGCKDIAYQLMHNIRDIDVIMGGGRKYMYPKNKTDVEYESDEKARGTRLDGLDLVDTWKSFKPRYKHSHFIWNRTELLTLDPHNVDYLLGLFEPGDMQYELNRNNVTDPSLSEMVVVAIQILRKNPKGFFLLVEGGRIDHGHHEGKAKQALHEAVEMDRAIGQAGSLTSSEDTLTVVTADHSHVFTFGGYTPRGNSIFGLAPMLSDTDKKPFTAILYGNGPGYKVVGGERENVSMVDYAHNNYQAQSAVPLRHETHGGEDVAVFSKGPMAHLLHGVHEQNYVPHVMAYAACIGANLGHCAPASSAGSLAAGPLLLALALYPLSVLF
bIAP activator = bovine intestinal alkaline phosphatase activators, primary screen, biochemical, bovine IAP, CDP-star luminescence | alkaline phosphatase, intestinal [Bos taurus] | purified bovine IAP, 30 min; active compounds read high; fold of DMSO-control signal, blank-subtracted | activation factor at 20 µM | 0.17% of 200,000 active | AID 1016, 2008;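 active = activation factor of 2 or more at 20 µM, a signal rise over negative controls twice the positive control's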
PMI act hi M6P = human PMI activators, high substrate, primary screen, biochemical, fluorescence intensity, near-saturating mannose 6-phosphate; Mannose-6-phosphate isomerase (Homo sapiens), P34949; coupled PMI enzyme assay, resazurin fluorescence, 20 min; active compounds read high; 1 = untreated enzyme, 0 = substrate-free blank; activation factor at 20 µM; 0.34% of 190,000 active; AID 1216, 2008;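 active = activation factor of 2 or more at 20 µM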
Target sequence (P34949 whole entry, looked up): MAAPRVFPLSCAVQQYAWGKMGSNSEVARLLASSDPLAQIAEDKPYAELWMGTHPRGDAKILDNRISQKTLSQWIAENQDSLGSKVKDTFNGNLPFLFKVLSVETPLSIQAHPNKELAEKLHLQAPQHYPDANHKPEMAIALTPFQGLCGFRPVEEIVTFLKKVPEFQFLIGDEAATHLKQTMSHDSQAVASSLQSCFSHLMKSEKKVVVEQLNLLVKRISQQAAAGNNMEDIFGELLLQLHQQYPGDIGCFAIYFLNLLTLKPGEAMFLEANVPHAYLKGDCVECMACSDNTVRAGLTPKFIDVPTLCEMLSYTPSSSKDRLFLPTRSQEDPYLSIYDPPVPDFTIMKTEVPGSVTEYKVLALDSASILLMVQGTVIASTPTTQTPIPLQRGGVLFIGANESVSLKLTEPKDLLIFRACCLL
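Technique: Diaphorase-driven resazurin-to-resorufin fluorescence, excitation 544, emission 590 nm | Assay system: Human PMI in coupled enzyme assay | Times: Enzyme reaction with compound 20 min at room temperature | Medium: HEPES-buffered pH 7.4 with magnesium and detergent | Reagent: Mannose-6-phosphate 1.0 mM (near-saturating) plus 0.22 mM NADP+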
Diaphorase act = compounds boosting diaphorase resazurin reduction – biochemical, uHTS, resorufin fluorescence, counter-screen for diaphorase-coupled primary assays, primary screen | activation factor at 20 µM | 0.005% of 190,000 active | AID 1229, 2008 | Diaphorase/resazurin coupled assay, 16 min; active compounds read high; 1 = vehicle wells, 0 = NADH-free wells;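 active = diaphorase activity raised at least twofold by the compound at 20 µM; inactive = activation factor below 2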
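Material: purified diaphorase enzyme from Clostridium kluyveri; Also added: 0.114 mM NADH and 0.1 mM resazurin, final amounts; Doses: single compound dose of 20 µM, 1% DMSO final; Times: 16 min enzyme reaction, ambient temperature; Detection: resorufin fluorescence, excitation 544 nm, emission 590 nm; Measure: increased resorufin signal from activators or reducing compounds.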
TNAP act hiacc = TNAP activators at high phosphate acceptor level, primary screen, biochemical, luminescence, uHTS; AID 1136, 2008; Alkaline phosphatase, tissue-nonspecific isozyme (Homo sapiens), P05186; activation factor at 20 µM; purified TNAP, CDP-star luminescence, 1 M DEA, 30 min; active compounds read high; 0 = EDTA background, 1 = DMSO-only activity; 200,000 tested, under 10 active;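 active = activation factor at least 2 at 20 µM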
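Dosing: 20 µM single point. System: human TNAP. Amount: TNAP 1/800 final. Incubation: 30 min, room temperature. Read-out: TNAP activation factor scaled between EDTA and DMSO control wells. Signal: luminescence from CDP-star hydrolysis. Medium: 1 M DEA, pH 9.8, Mg2+, Zn2+. Control set: EDTA negative control, DMSO positive control.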
Diaph inh CS = diaphorase inhibitors and chemical oxidizers, primary screen, counter-screen for diaphorase-coupled primary assays, biochemical, uHTS, resorufin fluorescence; diaphorase resazurin-to-resorufin fluorescence, NADH, 16 min; bacterial (C. kluyveri) enzyme, not human; inhibition, % at 20 µM; 0.69% of 190,000 active;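 active = primary screen inhibition at 20 µM above a set limit, cut at about 50% in these data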;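 note: plate controls were DMSO with full reaction for no effect and wells lacking NADH for full effect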
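System: Bacterial diaphorase enzyme (C. kluyveri) | Incubation: 16-min room-temperature incubation before reading | Benchmarks: No-NADH positive control and DMSO neutral control | Measured by: Resorufin fluorescence 544/590 nm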
bIAP inh = bovine intestinal alkaline phosphatase inhibitors, primary screen, selectivity assay for TNAP inhibitor project, biochemical, bovine IAP, CDP-star luminescence. purified bovine IAP, 30 min. inhibition, % at 20 µM. 190,000 tested, under 10 active;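 active = over 50% inhibition of intestinal alkaline phosphatase at 20 µM in the single-dose screen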
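System: purified bovine intestinal alkaline phosphatase (IAP) enzyme; Input: IAP diluted 1/65,000,000 in the well; Measured by: CDP-star luminescence signal; Compound dosing: 20 µM single dose; Incubation: 30 min reaction at room temperature.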
TNAP inh noacc = human TNAP enzyme inhibitors, primary screen, biochemical, luminescent, no phosphate acceptor, uHTS; 0.26% of 200,000 active; purified TNAP, CDP-star luminescence, 30 min; inhibition, % at 20 µM;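 active = tissue-nonspecific alkaline phosphatase inhibition above about 50% at 20 µM in the single-dose screen, limit read from the data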;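 note: 0% = DMSO negative control and 100% = EDTA positive control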
PMI act = activators of human PMI, primary screen, biochemical, fluorescence intensity, near-Km mannose 6-phosphate; Mannose-6-phosphate isomerase (Homo sapiens), P34949; purified human PMI, coupled resazurin fluorescence, 20 min; active compounds read high; 1 = vehicle control, 0 substrate-free wells; activation factor at 20 µM; 0.005% of 190,000 active; AID 1214, 2008;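 active = activation factor of 2 or more at 20 µM, relative to plate controls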
Lmaj promast = Leishmania major promastigote growth inhibition, primary screen | inhibition, % at 10 µM | 9% of 200,000 active | Leishmania major promastigotes, resazurin fluorescence viability; in the data active = inhibition above about 50%;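 note: promastigotes grown with compound for 44 hours at 28 °C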
* hit, by the source's call. An unsorted share of the library (roughly 10% active in at least one column).

Preview, 4 compounds:
nr	SMILES	TNAP inh hi DEA	bIAP activator	PMI act hi M6P	Diaphorase act	TNAP act hiacc
1	COc1ccc(CCNC(=O)c2ccc(Cl)cc2)cc1OC	-3	1.3	0.9	1.1	1
2	COC(=O)COc1ccc2c(-c3ccc(OC)cc3)cc(=O)oc2c1	-4	0.8	0.9	0.8	1
3	COc1cccc(N2C(=O)N(c3ccccc3Cl)C3CS(=O)(=O)CC32)c1 (stereo unspecified)	-2	1	1	0.9	1
4	CCOc1ccccc1-c1nc(-c2cccc(Br)c2)no1	-3	0.9	1	0.9	1

nr	Diaph inh CS	bIAP inh	TNAP inh noacc	PMI act	Lmaj promast
1	-6	-29	-14	1	-7
2	19	16	-9	0.8	-5
3	7	4	-12	1	-3
4	9	11	-8	0.9	-4

Main list, repeating the preview:
nr	SMILES	TNAP inh hi DEA	bIAP activator	PMI act hi M6P	Diaphorase act	TNAP act hiacc
1	COc1ccc(CCNC(=O)c2ccc(Cl)cc2)cc1OC	-3	1.3	0.9	1.1	1
2	COC(=O)COc1ccc2c(-c3ccc(OC)cc3)cc(=O)oc2c1	-4	0.8	0.9	0.8	1
3	COc1cccc(N2C(=O)N(c3ccccc3Cl)C3CS(=O)(=O)CC32)c1 (stereo unspecified)	-2	1	1	0.9	1
4	CCOc1ccccc1-c1nc(-c2cccc(Br)c2)no1	-3	0.9	1	0.9	1
5	CCC(C)c1ccc(NC(=O)c2cccnc2)cc1 (stereo unspecified)	4	0.9	1	0.9	1
6	O=C(Nc1ccc2oc(-c3ccccc3)nc2c1)c1ccc2c(c1)OCCO2	-8	0.9	1	1	1.1
7	COc1ccc(C2CC(c3cccs3)=NN2c2ccccc2)cc1 (stereo unspecified)	-16	1.7	1.2	0.9	1.2
8	CCN(CC)c1nc2ccccc2[nH]1	-4	1	1	0.9	1
9	Cc1cc(C(=O)Nc2ccc3c(c2)CCC3)c2ccccc2n1	-3	1.1	1	1	1
10	Cc1nc2ccccc2n1CC(=O)N/N=C/c1cccnc1	-8	0.9	0.9	0.9	1.1
11	O=C(c1ccc(Cl)cc1)c1cc(-c2ccccn2)c(N2CCOCC2)s1	1	1	1	0.9	1
12	Cc1cccc(N2CCN(C(=O)c3ccc(N4CCCC4=O)cc3)CC2C)c1 (stereo unspecified)	-6	1	1	0.9	1.1

nr	Diaph inh CS	bIAP inh	TNAP inh noacc	PMI act	Lmaj promast
1	-6	-29	-14	1	-7
2	19	16	-9	0.8	-5
3	7	4	-12	1	-3
4	9	11	-8	0.9	-4
5	9	8	-4	0.9	-2
6	3	7	-16	1	1
7	12	-69	-43	1.3	-2
8	13	3	-3	1.1	7
9	0	-13	-11	1.2	-1
10	9	6	-9	0.9	-4
11	7	3	7	1	8
12	8	-2	0	1.1	2

(listing goes on)
nr	SMILES	TNAP inh hi DEA	bIAP activator	PMI act hi M6P	Diaphorase act	TNAP act hiacc
13	O=C(CCCNS(=O)(=O)c1cccc2nsnc12)N1CCCCC1	2	1	1	0.9	1
14	O=c1[nH]c(=O)c2cc([N+](=O)[O-])cc([N+](=O)[O-])c2[nH]1	0	0.9	2.2*	1	1
15	COCCN1C=C(C(=O)OC)C(c2ccccc2Cl)C(C(=O)OC)=C1	-12	1.5	1	0.9	1.1
16	COC(=O)C1C/C(=N\NS(=O)(=O)c2ccc(C)cc2)c2ccsc2C1 (stereo unspecified)	-7	0.9	1	0.9	1.1
17	COc1ccccc1NS(=O)(=O)c1ccc(NN=C2CCCCC2)c([N+](=O)[O-])c1	13	1.8	0.9	0.8	0.9
18	CC(C)C(c1nnnn1Cc1ccc2c(c1)OCO2)N1CCN(c2ccccc2)CC1 (stereo unspecified)	-6	0.9	1	0.9	1.1
19	Cc1ccc(S(=O)(=O)c2nc(Nc3ccccc3)sc2Cl)cc1	-6	1	0.8	0.7	1.1
20	CCCCCCC(C)n1cc(C(C)=O)c(=O)[nH]c1=O (stereo unspecified)	-8	1	1.1	1	1.1
21	CNC(=S)NNC(=O)c1sccc1OCc1ccccc1	-2	1.3	1	0.9	1
22	COc1cc2c(cc1NC(=O)c1ccc(C(C)(C)C)cc1)CCCC2	-4	0.9	0.9	0.9	1
23	Cc1cccc(NC(=S)NCCc2c[nH]c3ccccc23)c1	7	0.9	1	0.9	0.9
24	Oc1cc2ccccc2cc1-c1n[nH]c(=S)o1	-1	1	0.9	0.8	1

nr	Diaph inh CS	bIAP inh	TNAP inh noacc	PMI act	Lmaj promast
13	8	2	8	1.1	6
14	4	5	-4	1.7	91*
15	8	-50	-37	1	1
16	11	14	-13	1	-6
17	17	-82	12	0.9	-1
18	5	6	-17	1.1	-4
19	32	4	-4	0.8	24
20	4	0	-9	1	-2
21	7	-28	-17	1	-9
22	8	8	-9	0.9	4
23	8	12	-23	0.9	2
24	23	-3	9	1.1	-11

The listing continues:
nr	SMILES	TNAP inh hi DEA	bIAP activator	PMI act hi M6P	Diaphorase act	TNAP act hiacc
25	Cc1nnc2c3ccccc3c(-c3cccc4ccccc34)nn12	-3	1	1.1	0.8	1
26	COc1ccc(/C=C/C(=O)NCCC(=O)N2CCCN(C)CC2)cc1	2	0.9	1	1	1
27	Cn1c(N)c(C(=O)CSc2nc(N)cc(=O)[nH]2)c(=O)n(C)c1=O	-3	1	1	1	1
28	CC(OC(=O)C1CCC(=O)N1)C(=O)Nc1cc(Cl)cc(Cl)c1 (stereo unspecified)	-4	1	1	1	1
29	N#Cc1cc2c(nc1SCC(=O)NCc1ccc3c(c1)OCO3)CCCCC2	-7	0.7	1	0.9	1.1
30	CCOC(=O)c1c(C)[nH]c(C(=O)COC(=O)CNC(=O)c2ccc(Br)cc2)c1C	-3	0.9	0.9	0.7	1
31	CCOC(=O)N/C(N)=N/c1nc2ccccc2s1	2	1.2	1	0.9	1
32	O=C(c1ccc(NS(=O)(=O)c2ccccc2)cc1)N1CCN(Cc2ccc3c(c2)OCO3)CC1	-2	1	0.9	0.8	1
33	Cc1cc(C)n(/N=C/c2cc(Cl)cc(Cl)c2O)c(=O)c1	-6	1	0.9	0.9	1.1
34	COc1ccc(NC(=O)CNC(=O)c2ccc([N+](=O)[O-])cc2)cc1	-3	1.1	1	1.2	1
35	CCOC(=O)C1=C(N)OC2=C(C(=O)CC(C)(C)C2)C1c1ccccc1OC (stereo unspecified)	-8	1	1.1	1	1.1
36	O=[N+]([O-])c1cccc(/C=N/Nc2nc(C(Cl)(Cl)Cl)nc3ccccc23)c1	2	1	0.9	0.8	1

nr	Diaph inh CS	bIAP inh	TNAP inh noacc	PMI act	Lmaj promast
25	18	4	-8	1.1	9
26	-1	14	-1	1.1	-3
27	3	-4	0	1	1
28	1	-2	4	1	-5
29	11	30	-17	1.1	11
30	25	9	-16	0.8	-7
31	7	-17	-4	1	48
32	17	-2	-11	0.8	19
33	5	-3	-14	1.3	-10
34	-18	-5	-2	1.1	-5
35	4	-4	-5	1	-8
36	15	5	-9	0.9	9

Remaining list, next part.
nr	SMILES	TNAP inh hi DEA	bIAP activator	PMI act hi M6P	Diaphorase act	TNAP act hiacc
37	CC(C)C(C)(C#N)NC(=O)CSc1nnc(-c2ccncc2)n1Cc1ccccc1 (stereo unspecified)	-10	0.9	1	0.8	1.1
38	N#Cc1c(NC(=S)NC(=O)c2ccccc2)sc2c1CCCC2	5	1.1	0.9	0.9	0.9
39	Cc1c(C(=O)OCC(=O)NCCN2C(=O)CSC2=O)oc2c1ccc1ccccc12	-2	1	0.9	0.8	1
40	CC(=O)Nc1nc(C(F)(F)F)cs1	-7	1	0.9	0.9	1.1
41	O=C(C1CCCO1)N1N=C(c2ccc(Br)cc2)CC1c1ccco1 (stereo unspecified)	-2	1	1	0.9	1
42	O=C(Cc1cccs1)N1CCCC(c2nc3c(nnn3Cc3cccc(Cl)c3)c(=O)[nH]2)C1 (stereo unspecified)	-4	1.1	1	0.8	1
43	COc1ccc(Cc2nnc(SCc3nc4ccccc4c(=O)[nH]3)n2C)cc1	0	1	1.1	1	1
44	COC(=O)NC1CSCC1OC(=O)CCN1C(=O)c2ccccc2C1=O (stereo unspecified)	-3	1	1	0.9	1

nr	Diaph inh CS	bIAP inh	TNAP inh noacc	PMI act	Lmaj promast
37	15	6	-7	1.1	-1
38	13	-12	-7	0.7	-3
39	23	0	-9	1	-6
40	14	-4	-9	0.9	-6
41	10	2	-9	1	29
42	19	-5	-10	1.1	-2
43	4	3	4	1	3
44	13	2	-9	0.9	-4

Bioassay records from PubChem BioAssay.
